# Screening data: PubChem BioAssay, several laboratories
# KLF5 inh: KLF5 expression inhibitors, primary screen, DLD-1 cells, luminescence; DLD-1 KLF5 promoter-luciferase reporter; inhibition, % at 5 µM; 0.23% of 290,000 active; AID 1700, 2009;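 active means inhibition above a per-plate limit of that plate's mean compound inhibition plus 3 SD, cut at about 60% in these data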;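 further: 0% = DMSO wells and 100% = LY294002 at 200 µM; higher means less KLF5 promoter-driven luciferase light; inactives centre near -14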
# IEC-6 tox: cytotoxicity in IEC-6 intestinal epithelial cells, primary screen, cytotoxicity control for KLF5 inhibitor project, cell-based, luminescence; 0.78% of 290,000 active; IEC-6 cytotoxicity, luminescence viability; inhibition, % at 5 µM; in the data active means inhibition above about 22%;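 further: 0% = plate median of test compound wells and 100% = cytotoxic reference compound wells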
# MrgX1 antagonist: antagonists of human MrgX1 receptor, primary screen, HEK293 cells, Fluo-4 calcium flux; Mas-related G-protein coupled receptor member X1 (Homo sapiens), Q96LB2; BAM8-22 antagonism; hits give low values; B-score at 10 µM; 1.3% of 310,000 active;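 active means calcium-response B-score plate-corrected more than 3 library SD below zero, starting fluorescence within 5 deviations, no agonist response on first addition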;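 further: peak minus trough fluorescence over baseline after final BAM8-22 challenge near maximal dose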
# Target sequence (Q96LB2 whole entry, looked up): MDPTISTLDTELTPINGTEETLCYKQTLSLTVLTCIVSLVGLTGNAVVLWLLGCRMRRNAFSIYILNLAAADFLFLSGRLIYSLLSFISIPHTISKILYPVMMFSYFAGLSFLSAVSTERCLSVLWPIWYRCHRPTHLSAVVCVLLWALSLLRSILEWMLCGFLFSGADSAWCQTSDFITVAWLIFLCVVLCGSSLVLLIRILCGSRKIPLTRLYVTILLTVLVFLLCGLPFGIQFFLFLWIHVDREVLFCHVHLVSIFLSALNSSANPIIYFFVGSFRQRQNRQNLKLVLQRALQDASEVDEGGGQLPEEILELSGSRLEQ
# SKKanGAS inh: S. pyogenes SKKanGAS growth inhibitors in kanamycin, primary screen, streptokinase expression inhibitor project, SKKanGAS strain, BacTiter-Glo luminescence | inhibition, % at 7.5 µM | 1.3% of 300,000 active | 6 h;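 active means mean replicate score, as percent of positive control median, at least 50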;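 further: strain carries kanamycin resistance gene driven by streptokinase promoter and grows in 40 µg/ml kanamycin; loss of luminescence reflects streptokinase promoter inhibition or plain growth inhibition; 0% = median of DMSO wells and 100% = positive control at its reference dose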
# TRPC6 inhibitor: mouse TRPC6 channel inhibitors, primary screen, cell-based, HEK293, membrane potential dye. Short transient receptor potential channel 6 (Mus musculus), Q61143. ACh-evoked depolarization; hits give low values. B-score at 10 µM. 1.1% of 310,000 active. AID 2553, 2010;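 active means B-score under library mean minus 3 SD, initial fluorescence not abnormally high, positive integrated signal ratio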;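 further: B-score derived from integrated fluorescence ratio over the kinetic read; more negative B-score means stronger inhibition of depolarization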
# HIF activator: HIF pathway transcriptional activators, primary screen, cell-based, U2OS HRE-luciferase, luminescence; activation, % at 7.5 µM (by protocol); U2OS HRE-luciferase reporter; normalized: DMSO 0%, desferrioxamine 100%; 0.32% of 300,000 active;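 active means mean activation of at least 10% of the iron chelator positive control signal, with at least half of replicates also reaching 10%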
# TRPC4 act: activators of mouse TRPC4 channel, primary screen, Fluo4 calcium, HEK293 TRPC4beta/mu-opioid cells | Fluo4 calcium fluorescence; hits give high values | B-score at 10 µM | 0.49% of 310,000 active | AID 2237, 2010;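 active means B-score above 5 SD of library B-scores, and initial fluorescence ratio not above library mean plus 5 SD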;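 further: positive B-score marks a calcium rise read as TRPC4 activation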
#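 Assay system – TRPC4beta and mu-opioid receptor HEK293 stable cells · Measured by – Fluo4 fluorescence, kinetic · Schedule – dye loading 45 min room temperature, 110 s kinetic read · Read-out – B-scored integrated calcium fluorescence ratio · Controls – buffer and maximal DAMGO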
# aSyn UTR inh: MLPCN primary screen, SNCA 5' untranslated region | 0.82% of 300,000 active | inhibition, % (tested at 7.5 µM) | alpha-synuclein 5'UTR reporter, inhibitor activity; in the data active means inhibition above about 60%;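 further: H4 neuroglioblastoma cells stably carrying SNCA 5'UTR luciferase fusion; 0% = DMSO wells and 100% = positive control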
# TRPC6 activator: mouse TRPC6 channel activators, primary screen, cell-based, HEK293, membrane potential dye | Short transient receptor potential channel 6 (Mus musculus), Q61143 | 0.13% of 310,000 active | HEK293-TRPC6 membrane potential dye fluorescence; hits give high values | B-score at 10 µM;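 active means B-score of the integrated fluorescence ratio above library mean plus 3 SD, and starting fluorescence ratio within library mean plus 5 SD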;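 further: higher score means more depolarization so channel activation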
# TRPC4 inh: inhibitors of mouse TRPC4 channel, primary screen, Fluo4 calcium, HEK293 TRPC4beta/mu-opioid cells | B-score at 10 µM | 0.39% of 300,000 active | AID 2247, 2010 | DAMGO-evoked Fluo4 calcium flux; hits give low values;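 active means B-score over 3 SD under the library average, no early fluorescence shift, positive overall ratio signal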
#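 test system = HEK293 cells with stable TRPC4beta plus mu-opioid receptor expression | detection = Fluo4 Ca2+ flux fluorescence | read-out = integrated fluorescence ratio relative to baseline, converted to per-well B score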
# TRPC4 PAM: positive allosteric modulators of TRPC4, primary screen, cell-based, mouse TRPC4beta, HEK293 mu-opioid, Fluo-4 calcium | 0.42% of 310,000 active | DAMGO EC20, Fluo-4 Ca2+ flux; hits give high values | B-score at 10 µM | AID 2227, 2009 | Short transient receptor potential channel 4 (Mus musculus), Q9QUQ5;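 active means B-score of calcium response area above 5 SD of library B-scores, with initial fluorescence ratio within 5 SD of library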;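 further: B-score of integrated fluorescence ratio over time as area under calcium response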
# * hit, by the source's call; i = inactive; · = no result given. Compounds as they come. About 5.8% of those tested had a hit in this group.
SMILES,KLF5 inh,IEC-6 tox,MrgX1 antagonist,SKKanGAS inh,TRPC6 inhibitor,HIF activator,TRPC4 act,aSyn UTR inh,TRPC6 activator,TRPC4 inh,TRPC4 PAM
Cc1cccc(N2CC(C)Cn3c2nc2c3c(=O)[nH]c(=O)n2C)c1 (stereo unspecified),0,10,i,0,i,-13,i,35,i,i,i
CCc1ccc(/C=N/n2c(C)cc(C)c(C#N)c2=O)cc1,-11,4,i,-9,i,-0.1,i,2,i,i,i
COc1ccc2cc(CN(Cc3ccco3)C(c3nnnn3C3CCCCC3)C(C)C)c(=O)[nH]c2c1 (stereo unspecified),-9,-2,i,20,i,-0.3,i,28,i,i,i
COc1ccc(OC)c(S(=O)(=O)Nc2ccc3c(c2)n(C)c(=O)n3C)c1,-9,7,i,0,i,0.0,i,-16,i,i,i
CCCCCC1CCC(c2ccc(/C(N)=N/O)cc2)CC1 (stereo unspecified),-7,0,i,21,i,0.1,i,-10,i,i,i
O=C(N/N=C/c1cccn1-c1cccc(C(=O)O)c1)Nc1ccccc1,-41,0,i,-5,i,-52,i,-50,i,i,i
Cc1ncoc1C(=O)N1CCCC(C(=O)c2ccc(-c3ccccc3)cc2)C1 (stereo unspecified),-8,2,i,3,i,0.1,i,-15,i,i,i
COc1ccc(S(=O)(=O)N(CCc2ccccc2)CC(=O)O)cc1C,-41,2,i,1,i,-0.1,i,-10,i,·,i
O=C(O)c1cccc(-n2nnnc2SCc2ccccc2Cl)c1,-36,-3,i,14,i,-1.3,i,-19,i,i,i
COc1ccc(C(=O)COC(=O)CN2C(=O)C3C4CCC(C4)C3C2=O)cc1 (stereo unspecified),-6,8,i,-4,i,0.0,i,-3,i,i,i
O=C(CCn1cnc2ccccc2c1=O)Nc1cccc(Cl)c1Cl,-36,-2,i,-6,i,-0.3,i,26,i,i,i
COc1ccc(C(=O)NCCc2c[nH]c3ccccc23)cc1[N+](=O)[O-],-20,7,i,2,i,0.9,i,21,i,i,i
N/C(=N\OC(=O)c1cc(Cl)ccc1Cl)c1ccncc1,-27,-2,i,8,i,2.3,i,-229,i,i,i
COc1ccccc1NC(=O)c1nnn(CC(=O)Nc2ccccc2)c1N,-10,5,i,10,i,-0.4,i,-1,i,i,i
COc1ccc(-c2cc(-c3ccccc3O)[nH]n2)cc1,-160,-7,i,29,i,-0.6,i,-57,i,i,i
C/C(CC(=O)NCc1ccccc1Cl)=N/NC(=O)c1ccccn1,-109,4,i,1,i,2.7,i,-116,i,i,i
O=C(NCC1CCCN1S(=O)(=O)c1cccs1)c1ccc([N+](=O)[O-])cc1 (stereo unspecified),·,·,i,-5,i,-0.3,i,6,i,i,i
O=C(Nc1cccc(S(=O)(=O)N2CCOCC2)c1)c1ccc2ccccc2n1,-10,7,i,-2,i,0.4,i,-32,i,i,i
Cc1nc(SCC(=O)O)c2oc3ccccc3c2n1,-7,2,i,-1,i,-0.2,i,-9,i,i,i
CCN(C(=O)Cn1c(=O)oc2ccccc21)C1CCS(=O)(=O)C1 (stereo unspecified),-10,3,i,-5,i,-0.5,i,-4,i,i,i
CCOc1ccc(CN(C)C(=O)c2ccc(NS(=O)(=O)c3ccc4[nH]c(=O)[nH]c4c3)cc2)cc1,·,·,i,-7,i,-0.1,i,6,i,i,i
COc1ccc(N2CCN(C(=O)c3ccc(-n4nc(C)cc4C)cc3)CC2)cc1,-1,2,i,5,i,-0.3,i,30,i,i,i
CCOc1ccc(N2CC(=O)N(c3ccc(OCC)cc3)CC2=O)cc1,17,0,i,4,i,-0.7,i,9,i,i,i
Cc1ccc(CCN2CC(C(=O)NCCCN3CCCCCC3)CC2=O)cc1 (stereo unspecified),-17,-5,i,6,i,-0.2,i,19,i,i,i
O=C(NC(=S)NC1CCCc2ccccc21)c1ccc(F)cc1 (stereo unspecified),-2,1,i,40,i,0.2,i,7,i,i,i
CN(Cc1cccnc1)C(=O)CC1C(=O)NCCN1CC(c1ccccc1)c1ccccc1 (stereo unspecified),-20,3,i,-14,i,0.1,i,2,i,i,i
COCC[N+]1(C)CCCCC1,-9,-7,i,-2,i,0.4,i,2,i,i,i
Cc1ccccc1C(=NCCCN(C)C)c1ccccc1C,-5,2,i,1,i,-0.1,i,-21,i,i,i
CCCNC(=O)c1ccc(Cl)cc1Cl,-31,-2,i,-3,i,-1.4,i,9,i,i,i
COC(=O)c1ccccc1NC(=O)C12CCC(C)(C(=O)O1)C2(C)C (stereo unspecified),-14,1,i,-1,i,-0.3,i,15,i,i,i

# Given bar-delimited: 5 of the compounds above.
Structure | KLF5 inh | IEC-6 tox | MrgX1 antagonist | SKKanGAS inh | TRPC6 inhibitor | HIF activator | TRPC4 act | aSyn UTR inh | TRPC6 activator | TRPC4 inh | TRPC4 PAM
O=C(Nc1cccc(S(=O)(=O)N2CCOCC2)c1)c1ccc2ccccc2n1 | -10 | 7 | i | -2 | i | 0.4 | i | -32 | i | i | i
Cc1nc(SCC(=O)O)c2oc3ccccc3c2n1 | -7 | 2 | i | -1 | i | -0.2 | i | -9 | i | i | i
CCN(C(=O)Cn1c(=O)oc2ccccc21)C1CCS(=O)(=O)C1 (stereo unspecified) | -10 | 3 | i | -5 | i | -0.5 | i | -4 | i | i | i
CCOc1ccc(CN(C)C(=O)c2ccc(NS(=O)(=O)c3ccc4[nH]c(=O)[nH]c4c3)cc2)cc1 | · | · | i | -7 | i | -0.1 | i | 6 | i | i | i
COc1ccc(N2CCN(C(=O)c3ccc(-n4nc(C)cc4C)cc3)CC2)cc1 | -1 | 2 | i | 5 | i | -0.3 | i | 30 | i | i | i

# Other entries follow.
SMILES,KLF5 inh,IEC-6 tox,MrgX1 antagonist,SKKanGAS inh,TRPC6 inhibitor,HIF activator,TRPC4 act,aSyn UTR inh,TRPC6 activator,TRPC4 inh,TRPC4 PAM
N=c1ccn(Cc2cccc(Cl)c2)cc1,6,5,i,-7,·,1.2,·,34,·,·,·
O=C(NCc1ccccc1)C1=C[C@H](c2ccc(C(F)(F)F)cc2)C[C@H](OCCCCO)O1,·,·,i,10,i,-0.4,i,-2,i,i,i
O=C(NCCc1ccc(F)cc1)Nc1ccccc1Cl,-58,6,i,·,i,·,i,·,i,i,i
CN(Cc1ccccc1)C(=S)NC(=O)c1cccs1,-38,3,i,22,i,4.4,i,18,i,i,i
C#Cc1cccc(-n2nnc(C(C)=O)c2C)c1,-12,-2,i,4,i,0.1,i,10,i,i,i
O=C(CSc1nnc(-c2cccs2)o1)Nc1cccc(S(=O)(=O)N2CCCCC2)c1,-7,9,i,4,i,-1.2,i,-4,i,i,i
CCOC(=O)N1CCN(c2c(NCc3ccc(Cl)cc3)c(=O)c2=O)CC1,40,19,i,-4,i,0.4,i,15,i,i,i
CCC(=O)c1cc2c(cc1NC(=O)c1ccc(C)cc1)OCCO2,8,-1,i,-1,i,1.5,i,-49,i,i,i
COc1ccccc1NC(=O)CN(c1ccc(C)cc1)S(=O)(=O)c1c(C)n[nH]c1C,3,1,i,-9,i,0.7,i,33,i,i,i
CCC(CO)NC1=C([N+](=O)[O-])C(=O)CC(C)(C)C1 (stereo unspecified),-5,-3,i,-5,i,0.0,i,2,i,i,i
Cc1nc2c(C)cccc2cc1C(=O)N/N=C/c1cccnc1,-4,-1,i,3,i,0.2,i,18,i,i,i
O=C(NC12CC3CC(CC(C3)C1)C2)N1CCN(C(=O)C2CCCO2)CC1 (stereo unspecified),0,-4,i,3,i,0.0,i,1,i,i,i
O=C(NCc1cccs1)c1ccc(CS(=O)(=O)c2ccc(Cl)cc2)o1,-3,-1,i,1,i,-0.1,i,-4,i,i,i
COC(=O)c1ccc(N2CCc3ccccc32)c([N+](=O)[O-])c1,-16,-3,i,3,-5.3*,1.4,i,-26,i,i,i
CCc1ccccc1NC(=O)c1cccc(N2C(=O)C3C4CCC(C4)C3C2=O)c1 (stereo unspecified),-21,18,i,-4,i,0.5,i,-14,i,i,i
CC(NC(=O)c1cc(S(=O)(=O)N2CCCC2)cn1C)c1ccccc1 (stereo unspecified),4,5,i,-3,i,0.4,i,15,i,i,i
Cc1ccccc1OCCC(=O)OCC(=O)N1CCN(S(=O)(=O)c2ccc(Cl)cc2)CC1,·,·,i,-7,i,-0.4,i,-2,i,i,i
Cc1nn(CCCC(=O)NCc2ccc(F)cc2)c(=O)c2nccn12,-16,-4,-5.5*,-1,i,-0.1,i,-11,i,i,i
COc1cc(CNC2CCCC2)c(Br)cc1OC1CCCC1,13,4,i,-4,i,-1.1,i,-7,i,-7*,i
O=C(CCC(F)(F)F)N1CCCC(CO)(CCc2ccccc2)C1 (stereo unspecified),-32,4,i,1,i,-0.9,i,-2,i,i,i
CCOC(=O)c1c(NC(=O)COC(=O)CC(NC(C)=O)c2ccccc2)sc(C(=O)NC)c1C (stereo unspecified),·,·,-4.8*,3,i,-0.2,i,11,i,i,i
CCSc1ccc(-c2ccco2)nn1,-21,-4,i,0,i,1.6,i,-41,i,i,i
O=C(Nc1ccc(NC(=S)NC(=O)c2ccccc2Cl)cc1)c1cccc(Cl)c1,-21,-3,i,28,i,1.7,i,-32,i,i,i
Cc1nn(CCOc2ccccc2)c(=O)n1-c1c(F)cccc1F,-128,-3,i,1,i,1.1,i,-108,i,i,i
CN(C)S(=O)(=O)c1cccc(NC(=O)CSc2nncn2-c2ccccc2)c1,4,-4,i,-9,i,-1.2,i,10,i,i,i
CCCCNC(=O)c1cc(C)nc2ccccc12,-22,-1,i,-7,i,0.0,i,10,i,i,i
CC1CCCC(C)N1CCCNC(=O)c1cc2c(s1)-c1ccccc1OC2 (stereo unspecified),-11,2,i,-9,i,-0.8,i,70*,i,i,i
Fc1ccc(NCc2nnc3n2CCCCC3)cc1,-5,-1,i,2,i,0.4,i,-9,i,i,i
